Apoferritin bind: binds horse apoferritin like a general anesthetic; P02791; apoferritin/1-aminoanthracene competitive binding, fluorescence; Potency, µM (highest dose often 77.5 µM), for inactives: top-dose activity change, negative = displacement, most hits filed as inhibitors; 350,000 compounds, 0.074% hits; AID 485281; note: potency is the fitted concentration of half-maximal effect; % is set by controls: 0 for no effect and ±100 for the full control effect; nearly all actives have a fitted effect of over 20% in size
Target sequence (P02791 2-175 limits assumed): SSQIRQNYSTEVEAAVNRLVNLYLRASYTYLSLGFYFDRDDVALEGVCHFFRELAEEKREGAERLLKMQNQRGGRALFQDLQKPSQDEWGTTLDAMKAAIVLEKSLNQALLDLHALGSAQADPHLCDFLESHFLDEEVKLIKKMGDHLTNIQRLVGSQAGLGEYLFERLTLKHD
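10 uM apoferritin + 50% sat. 1-AMA, PBS; cpd 10 min RT; Ex380/Em535 endpoint; normalized to free probe vs complex; 4-param Hill fit; propofol titration as pos. ctrl.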
D2 PAM: D2 dopamine receptor (human) potentiation | P14416 | HEK293 T-REx D2, calcium flux, EC20 dopamine potentiation | potentiation, % at 10 µM | 340,000 compounds, 0.34% hits;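 active = potentiation over 3 SD above the plate norm, cut at about 30% in these data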; note: 0% is about no effect
Target sequence (P14416 whole entry, looked up): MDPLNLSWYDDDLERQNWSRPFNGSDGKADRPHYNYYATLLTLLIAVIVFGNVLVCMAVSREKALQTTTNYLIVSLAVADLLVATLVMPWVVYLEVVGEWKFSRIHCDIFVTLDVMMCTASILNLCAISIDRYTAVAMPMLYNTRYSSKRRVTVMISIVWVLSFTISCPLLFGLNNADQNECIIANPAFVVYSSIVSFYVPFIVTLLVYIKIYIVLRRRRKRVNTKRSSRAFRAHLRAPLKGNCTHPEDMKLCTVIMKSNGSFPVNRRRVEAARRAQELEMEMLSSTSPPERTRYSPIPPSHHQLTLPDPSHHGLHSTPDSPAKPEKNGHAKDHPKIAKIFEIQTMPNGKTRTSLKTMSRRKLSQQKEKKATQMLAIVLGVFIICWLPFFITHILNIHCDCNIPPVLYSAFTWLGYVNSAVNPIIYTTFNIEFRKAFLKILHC
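Cells plated with tetracycline inducer and held overnight at 30 C; calcium dye loaded 30–90 min at room temperature; baseline taken, compound added and read 180 s; EC20 dopamine then added and read 180 s.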
D1 potentiator: human D1 dopamine receptor positive modulation. HEK293 TREx D1 cells, calcium flux, dopamine EC20 potentiation. potentiation, % at 10 µM. 360,000 compounds, 0.036% hits. AID 504651; in the data active = potentiation above about 30%; note: 0% is about no effect
TRHR enhancer: TRH receptor (human) allosteric enhancement | TRHR cells, fluo-8 calcium fluorescence, EC20 TRH enhancement | P34981 | AID 493056 | 360,000 compounds, 0.66% hits | enhancement, % at 2 µM; in the data active = enhancement above about 30%; note: 0% is about no effect
Target sequence (P34981 whole entry, looked up): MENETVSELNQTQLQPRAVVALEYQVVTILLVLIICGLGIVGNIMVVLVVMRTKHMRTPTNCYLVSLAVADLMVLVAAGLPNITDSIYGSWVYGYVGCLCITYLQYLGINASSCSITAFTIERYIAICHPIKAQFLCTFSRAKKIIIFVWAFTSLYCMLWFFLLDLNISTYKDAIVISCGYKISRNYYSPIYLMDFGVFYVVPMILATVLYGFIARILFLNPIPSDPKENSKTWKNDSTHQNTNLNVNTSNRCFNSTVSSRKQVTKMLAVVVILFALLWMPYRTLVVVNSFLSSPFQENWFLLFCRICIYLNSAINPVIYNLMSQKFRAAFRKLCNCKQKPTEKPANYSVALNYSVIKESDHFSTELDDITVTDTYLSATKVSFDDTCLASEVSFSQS
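Enhancer read-out: after compound pinning and an initial kinetic agonist-mode read, an EC20 of TRH (10 nM final) was injected and fluo-8 calcium signal (Ex 480/Em 530) followed at 1 s/cycle for 100 cycles in TRHR-expressing cells.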
TRHR agonist: activates the human TRH receptor. TRHR cells, calcium flux fluo-8, FDSS agonist mode. activation, % at 2 µM. 360,000 compounds, 0.18% hits; in the data active = activation above about 30%; note: 0% is about no effect
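Agonist-mode FDSS calcium read (Ex 480/Em 530, 1 s cycles) in 1536-well TRHR cells with fluo-8 dye, after 10-cycle baseline and 23 nL compound addition; TRH at EC20 (10 nM final) added afterwards for the enhancer phase.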
D1 agonist: human D1 receptor agonism; HEK293 T-REx D1 cells, calcium flux, agonist mode; P21728; 360,000 compounds, 1% hits; activation, % at 2 µM; AID 504660; in the data active = activation above about 30%; note: 0% is about no effect
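Tetracycline-induced HEK293 TREx D1 cells, force-coupled to calcium signalling, were dye-loaded with a no-wash calcium kit. Compound was pin-added after a 10 s baseline. Fluorescence was read kinetically at 1 cycle/s for 180 s, with calcium rises flagged as agonism.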
D1 antagonist: human D1 dopamine receptor antagonism; P21728; AID 504652; 360,000 compounds, 3.2% hits; HEK293 TREx D1 cells, calcium flux, dopamine EC80; hits give low values; activity change, negative = inhibition, % at 10 µM; in the data active = activity change below about -30%; note: % is set by controls: 0 for no effect and ±100 for the full control effect
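Cells carrying a force-coupled, tetracycline-inducible human D1 receptor report calcium flux. Each well gets a 10 s baseline, compound with 180 s monitoring, then an EC80 dopamine stimulus with a second 180 s kinetic read.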
RXFP1 ag: agonists of human relaxin receptor RXFP1; 370,000 compounds, 0.3% hits; Potency, µM (titrated, usually from 57.5 µM), for inactives: at the top dose activation, actives largely listed as activators; Q9HBX9; HEK293T-RXFP1 cAMP TR-FRET, 30 min; response scale: percent of porcine relaxin response, buffer zero; AID 2676; note: potency is the fitted concentration of half-maximal effect; % is set by controls: 0 for no effect and ±100 for the full control effect; nearly all actives have a fitted effect of over 60% in size; many of its hits are not listed in these tables
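HEK293T cells stably expressing RXFP1 were pretreated with the PDE4 inhibitor Ro 20174, exposed to compounds for 30 min at 37C, lysed, and cAMP was read by TR-FRET. Data normalized to buffer (basal) and 29 nM porcine relaxin (100%).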
RXFP1 antagonist: antagonists of human relaxin receptor RXFP1. 350,000 compounds, 0.59% hits. activity change, negative = inhibition, % at 57.5 µM. HEK293-RXFP1, relaxin-stimulated cAMP HTRF, 30 min; hits give low values. AID 1259400. Q9HBX9;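 active = activity change of -60% or lower, but not beyond a set lower limit; inconclusive = change between -60% and -40%, or beyond the set limit; inactive = change above -40%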; note: % is set by controls: 0 for no effect and ±100 for the full control effect
* marks the source's active call; other numbers are inactive results; u = inconclusive; x = not tested or not shown; & = joins results of further samples; [ ] = dose if it differs, or a comment. Unless noted, calls come from the whole dose curve; as a rule, active = well fitted curve in the direction sought with a large enough effect; inconclusive = small, poorly fitted or top-dose-only effect, or another doubt; inactive = no such curve, though single readings can be large; an effect the other way counts as inactive or inconclusive.

SMILES	Apoferritin bind	D2 PAM	D1 potentiator	TRHR enhancer	TRHR agonist	D1 agonist	D1 antagonist	RXFP1 ag	RXFP1 antagonist
COc1ccc(NC(=O)N(CCN2CCCC2)Cc2cc3cc(OC)c(OC)cc3[nH]c2=O)cc1	-13%	-6	5	2	-0.4	1	5	1.7%	-7
O=c1cc(Cn2nnc(-c3ccc(Cl)cc3)n2)nc2sccn12	-20%	13	-1	10	0.7	16	-33*	4.5%	4
O=C(CCCn1c(=S)[nH]c2ccsc2c1=O)NC1CCCCC1	-10%	-6	-6	-8	-1.1	0	-19	13%	u
CC(=O)c1cccc(NC(=O)C(C)OC(=O)CNC(=O)c2ccc(C)s2)c1 (centres undefined)	-10%	-3	7	4	-0.2	3	-8	2.7%	-1
CN1CCN(Cc2cc(=O)oc3cc4c(cc23)CCC4)CC1	-13%	-18	-1	-1	-0.2	4	-6	0.5%	-12
Cc1ccc(C(=O)NCC(=O)OCCOc2cccc(Cl)c2)cc1	x	-10	-6	-2	-0.2	2	-11	0.0%	-5
C/C(=N\NC(=O)c1ccc([N+](=O)[O-])cc1)c1cc2ccccc2oc1=O	2%	-16	1	-4	0.4	3	-6	0.9%	-22
CCCC(=O)Nc1c2c(nn1-c1ccc(C)cc1)CS(=O)(=O)C2	1%	5	-7	-2	0.1	1	2	0.0%	-1
Cc1ccc(-c2nnc(Nc3ccc4c(c3)OCO4)c3ccccc23)cc1S(=O)(=O)NCCO	3%	-2	-6	16	0.1	1	-34*	4.6%	-1
O=c1[nH]cnc2c1cnn2Cc1ccccc1	-19%	8	0	7	0.3	3	2	-0.1%	-8
N#CC1=C(N)N(c2ccc(Oc3ccccc3)cc2)C(=O)C1	-13%	3	-2	6	0.3	1	2	0.2%	-8
Fc1ccc(-n2nnnc2-c2ccccc2Cl)cc1	-9%	0	-3	11	-0.7	0	0	-0.6%	-8
CCOc1cc(S(=O)(=O)NCc2ccncc2)ccc1Cl	-6%	12	-2	6	0.3	7	x	5.3%	5
CC1C(=O)Nc2ccc(S(=O)(=O)N3CCc4ccccc4C3)cc2NC1=O (centres undefined)	-10%	5	2	8	-0.4	9	-4	0.3%	-12
Cc1ccc(Cl)c(OCC(=O)Nc2ccc(S(=O)(=O)NC3=NCCCCC3)cc2)c1	x	14	-3	-6	0.5	15	-10	0.6%	-4

Single records, from the list above.
`CN1CCN(Cc2cc(=O)oc3cc4c(cc23)CCC4)CC1` reads Apoferritin bind: -13%; D2 PAM: -18; D1 potentiator: -1; TRHR enhancer: -1; TRHR agonist: -0.2; D1 agonist: 4; D1 antagonist: -6; RXFP1 ag: 0.5%; RXFP1 antagonist: -12
`Cc1ccc(Cl)c(OCC(=O)Nc2ccc(S(=O)(=O)NC3=NCCCCC3)cc2)c1` reads Apoferritin bind: x; D2 PAM: 14; D1 potentiator: -3; TRHR enhancer: -6; TRHR agonist: 0.5; D1 agonist: 15; D1 antagonist: -10; RXFP1 ag: 0.6%; RXFP1 antagonist: -4

Other structures:
SMILES	Apoferritin bind	D2 PAM	D1 potentiator	TRHR enhancer	TRHR agonist	D1 agonist	D1 antagonist	RXFP1 ag	RXFP1 antagonist
COC(=O)CCC(=O)NC1CC(C)(C)Cc2c1cnn2-c1ccc(F)cc1 (centres undefined)	-15%	7	-4	38*	0.5	0	10	2.6%	3
O=C(CCCn1c(=O)[nH]c2ccccc2c1=O)N1CCN(c2ccccc2)CC1	-1%	7	-6	5	-0.4	-1	-37*	2.2%	-3
Cc1ccc(/C=N/NC(=O)Cn2nc(C)c([N+](=O)[O-])c2C)o1	8%	-3	-5	4	0.2	2	19	1.4%	-15
COc1cc(NC(=O)c2nnn(Cc3ccc(SC)cc3)c2N)cc(OC)c1	19%	22	x	4	0.8	12	40	-1.0%	u
CCCN(C(=O)CCc1nc(-c2ccc(C)cc2)no1)c1ccc(OCC)cc1	50%[activator]	1	-1	18	2.0	10	-5	0.1%	-14
Cc1cc(C(=O)CSc2nnc(-c3ccc(F)cc3)o2)c(C)n1CC1COc2ccccc2O1 (centres undefined)	-9%	-9	-3	4	-0.8	4	11	2.9%	-33
Cc1cc(SCC#N)n2nc(C)c(-c3ccc(Cl)cc3)c2n1	-9%	-18	-2	-4	0.4	0	1	0.1%	0
O=C(c1cc(-c2cccc(Br)c2)nc2ccccc12)N1CCCC1	-10%	20	2	-15	0.1	0	10	-4.5%	-4
CCCC12CN(C(=O)c3ccc(OC)cc3)CC(C)(CN(C(=O)c3ccc(OC)cc3)C1)C2=O	-10%	-3	0	10	-0.6	2	-3	0.3%	-28
Cc1ccc(C(=O)NCC(=O)OCc2nnc(-c3ccccc3)o2)cc1	-9%	x	-1	-4	-0.3	2	-24	-0.2%	-9
CC(=O)N1CCN(c2ccc(NC(=O)c3cc4ccccc4o3)cc2)CC1	-5%	7	-17	16	-0.4	4	-18	-0.2%	-13
Cc1cc(C(=O)Nc2cc(C)on2)on1	-13%	-5	-7	-5	0.2	3	21	1.5%	-4
COc1ccc(-c2nc3c4ccccc4[nH]c(=O)n3n2)cc1	-10%	12	-8	1	-0.4	0	-7	5.1%	9
COC(=O)c1ccccc1NC(=O)Cn1cc(Br)cn1	-9%	4	2	9	0.1	1	-7	-0.5%	-14
CN1CCN(CCCNC(=O)C2CC(=O)N(C3CCCCC3)C2)CC1 (centres undefined)	-1%	x	0	0	2.1	2	-6	0.0%	-1
O=C(Cn1c(SCC(=O)Nc2ccc(F)cc2)nc2ccccc21)NCc1ccc(F)cc1	28%	-6	0	-11	0.2	4	1	-0.9%	-2
Cn1c(=O)oc2cc(S(=O)(=O)NC3CCCCCCC3)ccc21	-17%	-5	-3	-4	-0.8	5	-9	7.7%	6
Cc1ccc2nc(SCC(=O)N3CC(C)OC(C)C3)nc(=O)n2c1 (centres undefined)	x	1	4	5	0.5	1	-7	11%	10
CC12CC(O)C3c4ccc(O)cc4CCC3C1CC/C2=N\O (centres undefined)	-3%	-7	-4	-4	0.7	3	6	-0.1%	-6
Cc1ccc(OCC(=O)Nc2ccncc2)c(C)c1	-7%	-4	-4	-2	-0.6	17	-19	1.4%	x
Cc1ccc(Cl)cc1NC(=O)c1cc(CN2CCCC2)on1	7%	4	-1	10	0.0	5	-4	-0.9%	-13
CN(C)S(=O)(=O)c1cc(C(=O)NCc2ccccc2)c(Cl)cc1Cl	-15%	5	-4	-9	-0.7	0	-14	-0.4%	9
COc1ccc(OC)c(S(=O)(=O)NCC(c2ccc3c(c2)OCO3)N2CCOCC2)c1 (centres undefined)	x	3	0	-1	0.1	1	3	0.4%	3
O=C(Cn1nnc(-c2ccc(Cl)cc2)n1)NCCC1=CCCCC1	-15%	9	-4	3	-0.2	3	0	0.5%	20
CCCn1nc(C(=O)Nc2nnc(C3CC3)s2)c2ccccc2c1=O	x	0	-3	-3	0.2	2	-7	-2.0%	7
CCN(CC)C(=O)CN(c1ccc(C)cc1)S(=O)(=O)c1ccc(SC)cc1	-22%	-3	-4	-1	-0.7	0	8	2.8%	-14
Cc1ccc2c(=O)cc(C(=O)Nc3nc4ccc(Cl)cc4s3)oc2c1C	4%	11	-2	5	-1.1	-1	-4	0.5%	-13
Cc1ccc(-c2c(CN3CCN(c4cc(C)ccc4C)CC3)csc2C)cc1	66%[activator]	-4	2	16	-0.7	2	22	0.8%	-17
CCOc1ccc(NC(=O)Cn2cc(C(=O)c3ccc(CC)cc3)c(=O)c3cc(C)ccc32)cc1	-8%	8	1	-1	0.9	1	11	0.9%	x
CCOCCCNC(=S)N(CCN(C)C)Cc1cc2cc3c(cc2[nH]c1=O)OCCO3	97%[activator]	-11	-3	8	-0.2	2	-13	2.7%	4
O=C(CP(=O)(c1ccccc1)c1ccccc1)N1CCOCC1	0%	7	-2	2	-0.6	5	-1	-2.8%	22
CC(=NCc1ccco1)c1c(C)[nH]n(-c2nc3ccccc3s2)c1=O	-11%	-20	-7	-18	0.5	-1	-66*	0.6%	4
CC(C)CNC(=O)COC(=O)Cc1ccc(Cl)cc1	-5%	-6	0	-4	-0.4	-3	2	-0.6%	3
Cn1c(Cl)cnc1C(O)(c1ccccc1)c1ccccc1	-19%	1	1	4	0.1	0	-6	0.6%	-1
COCCC1CCCCN1C(=O)c1ccc(OC2CCN(C(C)=O)CC2)c(OC)c1 (centres undefined)	-6%	12	4	10	0.0	2	-17	2.6%	-8
COCC1CCN(Cc2c(C(=O)N3CCc4ccccc4C3)nc3ccc(Cl)cn23)C1 (centres undefined)	-5%	0	6	4	6.5	11	-10	7.9%	-2
CCOC(=O)c1cnc2c(OC)cccc2c1N1CCN(c2ccccc2OC)CC1	-17%	-3	5	-1	-0.3	9	51	1.5%	-21
O=C(Nc1ccccc1C(=O)O)c1ccc(N2C(=O)C3CC=CCC3C2=O)cc1 (centres undefined)	11%	10	-4	0	-0.5	6	6	7.4%	9
COc1cc2cc(C(=O)NCCc3ccccc3)[nH]c2cc1OC	2%	7	0	8	-1.1	0	3	6.1%	-7
C=CCNc1oc(-c2ccc(OCC)cc2)nc1C#N	-13%	-9	-1	-3	0.0	1	-4	1.2%	-1
CCN(CCCNC(=O)C1CCN(S(=O)(=O)N2CCC3(CC2)OCCO3)CC1)c1ccccc1	-11%	11	-10	-2	-0.7	3	11	3.8%	-4
CCOc1cc(/C=N/N2C(=O)NC3(CCCCC3)C2=O)cc(Br)c1O	-16%	4	0	18	-1.2	0	4	2.3%	-1
NC(=O)C1CCN(C(=O)CCC(=O)c2ccc(Br)cc2)CC1	-1%	-3	1	8	1.3	2	-1	0.4%	-12
COC(=O)c1ccc2c(=O)n(CCCCCC(=O)N3CCN(c4ccc(OC)cc4)CC3)c(=O)[nH]c2c1	-7%	15	-3	-3	-0.4	8	-21	2.0%	-26
O=C(C1CCN(c2ncnc3c2nc2n3CCCCC2)CC1)N1CCN(c2ccccc2F)CC1	-1%&-13%	-12&-7	-2&-4	-5&-1	-0.8&-0.6	4&-1	-12&-17	2.7%&-0.5%	5&6
Cc1ccc(C(=O)Nc2ccccc2-c2ccccc2)cc1[N+](=O)[O-]	u	-1	-4	-7	-1.0	1	-4	4.6%	4
CCOC(=O)c1sc(NC(=O)CSc2nc(C)cc(C)c2C#N)c(C#N)c1C	-6%	3	1	4	1.9	2	32	-0.9%	-5
CCCN1CCN(C(=S)Nc2ccc([N+](=O)[O-])cc2)CC1	-15%	-4	-4	6	0.5	2	-18	0.3%	x

Compound activity from PubChem.

Not all compounds are listed. The share of hits here may be higher or lower than overall.
